# TRPC6 activator = activates the mouse TRPC6 cation channel; Q61143; HEK293-TRPC6 membrane potential dye fluorescence; stronger effect = higher value; B-score at 10 µM; 310,000 compounds, 0.13% hits;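 active = B-score of the integrated fluorescence ratio above library mean plus 3 SD, and starting fluorescence ratio within library mean plus 5 SD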;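 note: higher score means more depolarization so channel activation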
# Target sequence (Q61143 whole entry, looked up): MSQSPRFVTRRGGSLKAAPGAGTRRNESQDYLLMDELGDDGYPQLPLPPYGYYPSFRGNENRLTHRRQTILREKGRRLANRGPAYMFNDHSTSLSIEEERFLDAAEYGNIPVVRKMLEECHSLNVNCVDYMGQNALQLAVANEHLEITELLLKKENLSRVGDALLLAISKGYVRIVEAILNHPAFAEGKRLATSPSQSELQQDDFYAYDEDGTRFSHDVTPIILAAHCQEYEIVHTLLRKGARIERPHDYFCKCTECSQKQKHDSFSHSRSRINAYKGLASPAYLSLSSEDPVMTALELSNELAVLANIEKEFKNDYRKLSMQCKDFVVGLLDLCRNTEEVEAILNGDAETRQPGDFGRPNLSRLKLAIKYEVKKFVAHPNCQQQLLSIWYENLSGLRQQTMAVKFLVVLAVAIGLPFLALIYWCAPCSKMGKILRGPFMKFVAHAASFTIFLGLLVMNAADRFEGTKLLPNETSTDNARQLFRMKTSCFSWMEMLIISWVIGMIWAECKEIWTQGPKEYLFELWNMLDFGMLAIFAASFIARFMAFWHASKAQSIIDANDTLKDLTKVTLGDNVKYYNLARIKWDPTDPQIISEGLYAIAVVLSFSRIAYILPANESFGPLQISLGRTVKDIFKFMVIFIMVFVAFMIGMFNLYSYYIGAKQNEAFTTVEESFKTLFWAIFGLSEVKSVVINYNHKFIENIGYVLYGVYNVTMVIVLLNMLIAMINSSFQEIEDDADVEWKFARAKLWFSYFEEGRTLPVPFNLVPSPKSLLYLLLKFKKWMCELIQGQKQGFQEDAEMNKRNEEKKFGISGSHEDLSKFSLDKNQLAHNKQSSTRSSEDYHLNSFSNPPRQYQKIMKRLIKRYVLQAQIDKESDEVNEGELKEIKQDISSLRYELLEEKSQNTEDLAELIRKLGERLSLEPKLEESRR
# RGS4 inh = inhibitors of human RGS4. B-score at 10 µM. HEK293 M3R/RGS4 inducible, Fluo-4 calcium flux; stronger effect = higher value; triggered by carbachol at its EC20. 310,000 compounds, 0.45% hits. P49798. AID 463165;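 active = B-score, a plate-corrected calcium signal, over three deviations above library mean, with baseline fluorescence within five deviations of library mean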;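 note: RGS4 expression induced by doxycycline in cells with stable M3 receptor; B-score is computed from the integrated fluorescence ratio over baseline after carbachol; higher B-score means a larger calcium signal and so more RGS4 inhibition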
# Target sequence (P49798 whole entry, looked up): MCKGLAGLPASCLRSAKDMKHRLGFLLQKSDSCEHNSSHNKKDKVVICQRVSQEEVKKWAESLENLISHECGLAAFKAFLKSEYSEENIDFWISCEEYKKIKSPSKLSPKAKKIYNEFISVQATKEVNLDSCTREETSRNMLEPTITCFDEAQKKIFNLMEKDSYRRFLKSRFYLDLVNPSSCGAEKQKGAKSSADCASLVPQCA
# HDAC3 inh = inhibitors of human histone deacetylase 3; recombinant HDAC3, fluorogenic peptide/trypsin coupled, fluorescence; inhibition, % at 8.3 µM; 320,000 compounds, 0.15% hits; O15379; in the data active = inhibition above about 26%, passing the limit was not always enough; inconclusive = no clear call, values can overlap the other calls
# MrgX1 antagonist = antagonists of human MrgX1 receptor; 310,000 compounds, 1.3% hits; B-score at 10 µM; MRGX1-HEK293 calcium flux, Fluo-4, BAM8-22 antagonism; stronger effect = lower value;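 active = calcium-response B-score plate-corrected more than 3 library SD below zero, starting fluorescence within 5 deviations, no agonist response on first addition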;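 note: peak minus trough fluorescence over baseline after final BAM8-22 challenge near maximal dose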
# SKKanGAS inh = inhibitors of SKKanGAS S. pyogenes growth in kanamycin (SK-promoter or general growth effect) | BacTiter-Glo, 6 h | inhibition, % at 7.5 µM | 300,000 compounds, 1.3% hits;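 active = mean replicate score, as percent of positive control median, at least 50; inconclusive = mean below 50 but one replicate at or above 50; inactive = mean and every replicate below 50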;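 note: strain carries kanamycin resistance gene driven by streptokinase promoter and grows in 40 µg/ml kanamycin; loss of luminescence reflects streptokinase promoter inhibition or plain growth inhibition; 0% = median of DMSO wells and 100% = positive control at its reference dose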
# MrgX1 allo act = allosterically activates human MrgX1 receptor signaling; 310,000 compounds, 0.63% hits; Q96LB2; AID 588675; B-score at 10 µM; MrgX1-HEK293, Fluo-4 calcium flux, FDSS; stronger effect = higher value;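 active = plate-corrected calcium response at least 3 library SD above typical, normal starting fluorescence, not activating the receptor alone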;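 note: compound read alongside a low EC10 to EC30 dose of BAM8-22 agonist; peak minus trough fluorescence over baseline measured at the second addition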
# TRPC6 inhibitor = inhibitors of mouse TRPC6 channel. B-score at 10 µM. 310,000 compounds, 1.1% hits. HEK293-TRPC6, membrane potential dye, ACh-evoked depolarization; stronger effect = lower value. Q61143;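 active = B-score under library mean minus 3 SD, initial fluorescence not abnormally high, positive integrated signal ratio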;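 note: B-score derived from integrated fluorescence ratio over the kinetic read; more negative B-score means stronger inhibition of depolarization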
# MrgX1 ag = agonists of human MrgX1 receptor. Q96LB2. MrgX1-HEK293 cells, Fluo-4 calcium fluorescence, agonist mode; stronger effect = higher value. B-score at 10 µM. 310,000 compounds, 0.44% hits;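 active = calcium response B-score plate-corrected fluorescence ratio at least 3 library SD, with starting fluorescence B-score inside 5 SD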
#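 Assay system: MrgX1-expressing HEK293 cells / Amount: fifteen thousand cells per well / Doses: test compound in the initial addition of three / Timing: cells plated overnight, dye loaded 0.5 h 37 °C, 0.5 h room temperature / Technique: kinetic calcium dye fluorescence, Fluo-4 NW / Control set: positive and negative controls per plate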
# RGS4 pot = RGS4 potentiation or activation | 310,000 compounds, 0.92% hits | AID 463111 | B-score at 10 µM | HEK293 M3R/inducible RGS4, carbachol calcium flux Fluo4; stronger effect = lower value;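 active = B-score of the integrated calcium signal more than 4 SD below the library mean, with starting fluorescence not abnormally high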;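 note: negative B-score means reduced calcium response which marks RGS4 activation or potentiation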
#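 Material: M3R-expressing HEK293 line, RGS4 induced by doxycycline | Schedule: Overnight RGS4 induction, 30 min dye load 37 °C, 20 min compound RT | Measured by: Fluo4 fluorescence kinetic imaging of calcium | Read-out: Integrated calcium ratio converted to B score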
# TMEM16A inh = inhibitors of mouse TMEM16A calcium-activated chloride channel; HEK293 TMEM16A/YFP iodide influx fluorescence, ionomycin; normalized B-score (activity score, 25-100; higher = stronger inhibition) at 10 µM; 310,000 compounds, 1.2% hits; AID 588511;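 active = ratio plate-corrected score three or more library SD toward inhibition, starting fluorescence score within five deviations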;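 note: score derived from kinetic fluorescence span divided by baseline fluorescence per well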
# ANO1 activ = activators or potentiators of mouse TMEM16A chloride channel; Q8BHY3; AID 623877; HEK293 TMEM16A/YFP-H148Q/I152L, iodide quench fluorescence; stronger effect = lower value; B-score at 10 µM; 340,000 compounds, 0.3% hits;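 active = fluorescence-ratio B-score plate-corrected deviation score at least 3 library SD below zero, with starting fluorescence score within 5 deviations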;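 note: channel opened by trigger with iodide after compound preincubation; score built on the fluorescence ratio of max minus min over baseline; more negative score means more quench and so TMEM16A activation or potentiation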
# Starred values were filed as active, the others as inactive; i = inactive; ? = inconclusive; nt = no result given.
SMILES,TRPC6 activator,RGS4 inh,HDAC3 inh,MrgX1 antagonist,SKKanGAS inh,MrgX1 allo act,TRPC6 inhibitor,MrgX1 ag,RGS4 pot,TMEM16A inh,ANO1 activ
Cc1ccnc(NC(=O)c2ccc(N3C(=O)CCC3=O)cc2)c1,i,i,2.3,i,5.9,i,i,i,i,i,i
COC(=O)c1cc(Br)c(=O)n(-c2ccc(F)cc2)c1,i,i,-0.5,i,4.9,i,i,i,i,i,i
COC(=O)c1sc2ncn(CC(=O)N(C)C3CCCCC3)c(=O)c2c1C,i,i,-0.2,i,1.1,i,i,i,i,i,i
C=CCN1CC(=O)N2C(C)c3[nH]c4ccccc4c3C[C@H]2C1=O (stereo partly drawn),i,i,-0.4,i,-4.1,i,i,i,i,i,i
CCCn1c(C)cc(C(=O)COC(=O)c2ccc(Cl)c(S(=O)(=O)N3CCCC3)c2)c1C,i,i,7.5,i,2.5,i,i,i,i,i,i
CCN(CC)Cc1c(O)c(Cl)cc2c(C)c(C)c(=O)oc12,i,i,-369.7,i,5.4,i,i,i,i,i,i
COc1ccc(/C=C/C(=O)OCC(=O)Nc2cccc(C(C)=O)c2)cc1,i,i,7.2,i,3.1,i,i,i,i,i,i
O=C(NCc1ccc2c(c1)OCO2)C(=O)NCC1OCCCN1S(=O)(=O)c1ccc(F)cc1 (stereo not drawn),i,i,3.1,i,8.1,i,i,i,i,i,i
O=c1c(Cl)c(N2CCN(c3ccc(F)cc3)CC2)cnn1C12CC3CC(CC(C3)C1)C2,i,i,2.6,i,1.9,i,i,i,i,i,i
COc1ccc(CC(=O)OCc2cc3ccc(C)cc3[nH]c2=O)cc1,i,i,7.5,i,-5.7,i,i,i,i,i,nt
CCN1CCN(C(=O)C23CCC(C)(C(=O)C2Br)C3(C)C)CC1 (stereo not drawn),i,i,-2.8,i,2.5,i,i,i,i,i,i
Cc1ccc2nc(C3CCN(C(=O)c4ccco4)CC3)[nH]c2c1,i,i,-3.2,i,-1.9,i,i,i,i,i,i
O=C(c1ccccc1Cl)N(Cc1ccc(Br)cc1)N1C(=O)CCCC1=O,i,i,-1.4,i,9.2,i,i,i,i,i,i
O=C(/C=C/c1ccc(Cl)cc1)NCCSc1ccccc1,i,i,8.8,i,8.8,i,i,i,i,i,i
Cc1nc(-c2cn[nH]c2)c2cc(C)oc2n1,i,i,-15.1,i,2.5,i,i,i,i,i,i
COc1ccc(C2c3c(ccc4ccccc34)Oc3ncn4nc(Cc5ccc(OC)c(OC)c5)nc4c32)cc1 (stereo not drawn),i,i,0.6,i,20.9,i,i,i,i,i,nt
COc1ccc(OC)c(C2CC(=O)N3CN(c4cccc(Cl)c4C)CSC3=C2C#N)c1 (stereo not drawn),i,i,36.8*,i,8.3,i,i,i,i,i,i
O=C(Nc1cc([N+](=O)[O-])ccc1N1CCCC1)c1ccccc1,i,i,2.8,i,-15.9,i,i,i,i,i,i
CSc1nnc(NC(=O)c2nc(S(=O)(=O)Cc3ccccc3)ncc2Cl)s1,i,i,nt,-4.74*,1.5,i,i,i,i,i,i
CCN(CC)c1ccc2c(c1)oc(=O)c1c(Cl)cc(=O)oc12,i,i,-1.1,i,14.4,i,i,i,i,i,i
C=CCOc1ccc(C2OC34CCCCC3C(C#N)(C#N)C2(C#N)C(=N)O4)cc1 (stereo not drawn),i,i,-17.1,i,-2.3,i,i,27.5*,i,i,i
CN1CCN(C(=O)c2ccc3c(c2)S(=O)(=O)c2ccccc2C3=O)CC1,i,i,-4.7,i,-6.8,i,i,i,i,i,i
Cc1ccc(O)c(/C=N/NC(=O)CN2CCCC2)c1,i,i,1.7,i,-0.2,i,i,i,i,i,i
O=C(NC(=S)NNC(=O)c1ccccc1O)c1ccc([N+](=O)[O-])cc1,i,i,1.9,i,15.6,i,i,i,i,i,i
O=C(CCCC(=O)N(c1ccc(F)cc1)C(C(=O)NC1CCCC1)c1ccc(O)cc1)Nc1ccccn1 (stereo not drawn),i,i,-5.2,i,2.3,i,i,i,i,i,i
COC(=O)c1sccc1NS(=O)(=O)c1ccc(OC)cc1,i,i,0.7,i,7.3,i,i,i,i,i,i
COC(=O)c1cccc(NC(=O)/C=C/c2ccc3c(c2)OCO3)c1,i,i,1.9,i,-1.8,i,i,i,i,i,i
O=C(CSc1nc2[nH]ncc2c(=O)n1-c1ccccc1Br)NCc1ccco1,i,i,-3.4,i,0.7,i,i,i,i,i,i
O=c1c2ccccc2nnn1Cc1cccc2ccccc12,i,i,-1.2,i,21.9,i,i,i,i,i,i
CCSc1nnc(NC(=O)[C@@H](NC(=O)c2cccc(C)c2)C(C)C)s1,i,i,nt,i,-0.8,i,i,i,i,i,i
O=C(Nc1cnn(Cc2ccc(F)cc2)c1)c1cc2nc(-c3ccco3)cc(C(F)(F)F)n2n1,i,i,0.8,i,-14.8,i,i,i,i,i,i
COc1ccc(N2CC(C(=O)Nc3cc(C)ccn3)CC2=O)cc1 (stereo not drawn),i,i,-1.9,i,-5.7,8.09*,i,i,i,i,i
Cc1ccc(N(CC(=O)Nc2ccccc2-c2ccccc2)S(=O)(=O)c2ccccc2)cc1,i,i,0.8,i,11.8,i,i,i,i,i,i
COc1ccc(NC(=S)N2CCN(S(=O)(=O)c3ccc(F)cc3)CC2)cc1,i,i,0.8,i,nt,i,i,i,i,i,i
Fc1ccccc1CNC(=S)NC1CCCCC1,i,i,-5.9,i,3.8,i,i,i,i,i,i
Cc1n[nH]c(=S)c2nn(-c3ccccc3)c(C)c12,i,i,nt,nt,-10.8,nt,i,nt,i,nt,nt
O=C(NC12CC3CC(CC(C3)C1)C2)c1ccco1,i,i,-0.5,i,-5.9,i,i,i,i,i,i
C=CCNC(=O)c1cc2c(=O)n3cc(C)ccc3nc2nc1NCC1CCCO1 (stereo not drawn),i,i,-429.5,i,0.1,i,-5.9*,i,i,i,nt
COc1ccc(NC(=O)C2CC(=O)N(C)C(=Nc3ccc4c(c3)OCO4)S2)cc1 (stereo not drawn),i,i,2.4,i,-2.0,i,i,i,i,i,i
COc1cccc(NC(=O)NCCCCc2ccccc2)c1,i,i,7.4,i,?,i,i,i,i,i,i
COc1nc2ccccc2nc1CCC(=O)O,i,i,-4.7,i,2.6,i,i,i,i,i,i
N#CNc1nc(O)cc(=O)[nH]1,i,i,-0.3,i,-0.6,i,i,i,i,i,i
O=C(CCn1c(=S)oc2ccccc21)NC1CCCCCC1,i,i,2.5,i,0.6,6.97*,i,i,i,i,i
C=CCNC(=S)NCCCCC1NC(=S)N(CC=C)C1=O (stereo not drawn),i,i,-4.6,i,2.6,i,i,i,i,i,i
O=S(=O)(Nc1ccccc1)c1ccc(Oc2ncc(C(F)(F)F)cc2Cl)cc1,i,i,14.6,i,28.1,i,i,i,i,i,i
CCCOC(=O)C1=C(C)NC2=C(C(=O)CCC2)C1c1cccs1 (stereo not drawn),i,i,-1.2,i,4.5,i,i,i,i,i,i
CCC(NC(=O)Nc1ccc(O)cc1)(C(F)(F)F)C(F)(F)F,nt,nt,5.0,i,nt,i,nt,i,nt,i,i
CCO[C@@H]1OC(C(N)=O)=C[C@H](C2CC2)[C@H]1CCCO,i,i,-11.7,i,0.9,i,i,i,i,i,i
O=C(CCC(=O)OCC(=O)c1ccccc1)Nc1cccc(Cl)c1,i,i,-1.7,i,-1.6,i,i,i,i,i,i
O=C(CCS(=O)(=O)c1ccccc1)Nc1cccc2c1C(=O)NC2=O,i,i,-15.8,i,-1.1,i,i,i,i,i,i
COc1ccc(NS(=O)(=O)c2cc(NC(=O)c3ccncc3)ccc2N2CCOCC2)cc1,i,i,-1.3,i,-15.4,i,i,i,i,i,i
COc1ccccc1NC(=S)N1CCOCC1,i,i,1.2,i,2.6,i,i,i,i,i,i
COc1cc(CNCCCO)ccc1OCC(=O)NC(C)(C)C,i,i,-0.2,i,4.6,i,i,i,i,i,i
CCOc1ccc(Nc2ncnc3c2cnn3Cc2ccccc2)cc1,i,i,2.9,i,-3.2,i,i,i,i,i,i
COC(C[C@H]1O[C@H]1C(=O)COCc1ccccc1)OC,i,i,nt,nt,1.1,nt,i,nt,i,nt,i
OCCNc1ncnc2c1cnn2Cc1ccccc1,i,i,-1.1,i,0.4,i,i,i,i,i,i
COc1ccccc1NC(=O)CN1C(=O)COc2ccc(C)cc21,i,i,-1.7,i,-3.6,i,i,i,i,i,i
O=[N+]([O-])c1ccc(CCNc2cccc3ccccc23)c([N+](=O)[O-])c1,i,i,4.9,i,-0.7,i,i,i,i,i,i
CNC(=O)COC(=O)CCC(=O)c1ccc(Cl)cc1,i,i,3.0,i,-1.7,i,i,i,i,i,i
CC(C)(C)NS(=O)(=O)c1ccc(/C=C/C(=O)O)cc1,i,i,2.3,i,-3.2,i,i,i,i,i,i
# The list goes on:
SMILES,TRPC6 activator,RGS4 inh,HDAC3 inh,MrgX1 antagonist,SKKanGAS inh,MrgX1 allo act,TRPC6 inhibitor,MrgX1 ag,RGS4 pot,TMEM16A inh,ANO1 activ
COCCCNC(CC(=O)Nc1ccc(OC)cc1OC)C(=O)O (stereo not drawn),i,i,1.9,i,-12.2,i,i,i,i,i,i
O=c1nc(N/N=C/c2ccccn2)cn[nH]1,i,i,7.6,i,-6.8,i,i,i,i,i,i
COCCn1cc(-c2csc(N)n2)c2ccccc21,i,i,-8.1,i,9.3,i,i,i,i,i,i
C=CCN1C(=O)N/C(=C/c2ccc(N3CCOCC3)o2)C1=O,i,i,1.0,-5.1*,-3.9,i,i,i,i,i,nt
Cc1cccc(-c2noc(-c3c(C)noc3C)n2)c1,i,i,-6.0,i,7.2,i,i,i,i,i,i
COc1ccc(C(=O)Nc2ccccc2)cc1NC(=O)c1ccc([N+](=O)[O-])cc1,i,i,-3.3,i,4.0,i,i,i,i,i,-7.15*
O=C(NC1CCN(S(=O)(=O)c2ccccc2)CC1)c1ccccc1,i,i,-9.3,i,3.5,i,i,i,i,i,i
O=C(CSc1nc2ccc([N+](=O)[O-])cc2[nH]1)c1ccc2ccccc2c1,i,i,7.7,i,11.9,i,i,i,i,i,i
CCn1c(NC(=O)c2ccccc2)c(-c2cccs2)c(=O)c2ccccc21,i,i,1.6,i,0.7,i,i,i,i,i,i

# Bioassay records deposited in PubChem by several laboratories.
